# Screening data (PubChem)
# Keap1 Nrf2 FP: Keap1-Nrf2 protein-protein interaction inhibitors, primary screen, biochemical, fluorescence polarization, single point; Keap1 Kelch-Nrf2 peptide fluorescence polarization, 1536-well; AID 504523, 2011; inhibition, % at 9.4 µM; actives 0.15% (n = 340,000); in the data active means inhibition above about 12%;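 further: human Keap1 Kelch domain with fluorescein labeled Nrf2 9mer peptide probe; 0% = neutral control wells and 100% = peptide positive control; higher means more block of Keap1 binding to Nrf2 peptide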
# C-LANA FP: inhibitors of KSHV C-LANA binding to DNA, primary screen, biochemical, fluorescence polarization, FAM-LBS DNA, MBP-C-LANA, single point; Kaposi's sarcoma herpesvirus LANA C-terminal domain (residues 932-1162) DNA binding; inhibition, % at 9 µM; actives 0.078% (n = 340,000); AID 504423, 2011;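 active means highest replicate inhibition at or above 60% at 9 µM, even if other replicates fall short; inactive means all replicates below 60% inhibition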;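 further: 0% = neutral control wells and 100% = 4 µM acridine orange control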
# Rtt109 Vps75: inhibitors of C. albicans Rtt109/Vps75 HAT, primary screen, biochemical, ThioGlo CoA-SH fluorescence, plate reader | AID 540336, 2011 | actives 0.16% (n = 330,000) | inhibition, % at 34.9 µM | purified Rtt109/Vps75, 4 h;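 active means inhibition of at least 50% in every replicate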
# DAGLB inh: DAGLB lipase inhibitors, primary screen, biochemical, fluorescence, HTS. inhibition, % at 5.17 µM. HEK293T DAGLB membrane lysate, EnzChek fluorogenic substrate. actives 0.059% (n = 340,000). AID 504411, 2011. Diacylglycerol lipase-beta (Homo sapiens), Q8NCG7; in the data active means inhibition above about 34%;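 further: 0% = enzyme with vehicle and 100% = wells lacking enzyme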
# Target sequence (Q8NCG7 whole entry, looked up): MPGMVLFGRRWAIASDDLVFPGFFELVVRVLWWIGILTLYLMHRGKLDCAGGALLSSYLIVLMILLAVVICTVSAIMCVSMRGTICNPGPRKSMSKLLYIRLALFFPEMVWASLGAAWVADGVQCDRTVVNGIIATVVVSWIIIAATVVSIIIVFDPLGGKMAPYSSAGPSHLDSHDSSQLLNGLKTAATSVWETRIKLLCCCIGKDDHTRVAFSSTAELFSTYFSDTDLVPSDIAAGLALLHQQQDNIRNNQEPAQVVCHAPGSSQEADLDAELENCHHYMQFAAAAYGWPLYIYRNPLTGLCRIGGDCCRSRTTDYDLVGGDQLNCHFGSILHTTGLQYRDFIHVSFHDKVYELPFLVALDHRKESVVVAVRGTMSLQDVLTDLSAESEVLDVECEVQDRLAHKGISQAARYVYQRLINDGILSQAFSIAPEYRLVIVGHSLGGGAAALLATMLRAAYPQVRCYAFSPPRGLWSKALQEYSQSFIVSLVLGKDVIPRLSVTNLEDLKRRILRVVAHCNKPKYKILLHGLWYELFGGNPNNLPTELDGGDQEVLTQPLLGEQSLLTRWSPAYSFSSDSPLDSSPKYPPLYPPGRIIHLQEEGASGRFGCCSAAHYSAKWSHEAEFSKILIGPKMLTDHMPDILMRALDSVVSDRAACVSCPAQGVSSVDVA
# RTF Ca sens act: cardiac RTF calcium sensitivity activators, primary screen, biochemical, IANBD-TnC fluorescence, EC20 calcium; Troponin I, cardiac muscle (Homo sapiens) + Troponin T, cardiac muscle (Homo sapiens) + …; IANBD-labeled TnC RTF fluorescence at EC20 calcium; 0% EC20 calcium, 100% full calcium; activation, % at 7.2 µM; actives 0.24% (n = 340,000); AID 493008, 2010;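 active means activation above the mean over all tested compounds plus 3 SD, cut at about 30% in these data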;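 further: rise in fluorescence read as greater calcium sensitivity of cardiac thin filaments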
# SR-BI DiI-HDL act: activators of SR-BI mediated DiI-HDL uptake, primary screen, ldlA[mSR-BI] CHO cells, DiI fluorescence. 3 h; 100 = double the neutral-control signal. actives 0.096% (n = 320,000). AID 504775, 2011. activation, % at 12.5 µM;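 active means mean replicate activation of at least 60% and every replicate at or above 60%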;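 further: 0% = median plate neutral-control signal and 100% = twice that signal; values of inactives mirror those of a sister screen read the other way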
#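 material = CHO ldlA[mSR-BI] cells | medium = Ham's F12 with 0.5% BSA, HEPES 25 mM, pH 7.4 | reagent = fluorescent DiI-HDL, 10 µg/mL final | compound dosing = single-point compound dose | incubation = 3 h, 37 °C | measured by = bottom-read fluorescence, 550/595 nm | measure = HDL uptake via cellular fluorescence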
# CAL PDZ FP-1: CAL PDZ peptide-binding inhibitors, primary screen, biochemical, fluorescence polarization, Cer-tagged CAL PDZ, HTS; Golgi-associated PDZ and coiled-coil motif-containing protein (Homo sapiens), Q9HD26; purified CAL PDZ, TMR-peptide fluorescence polarization, 1 h; inhibition, % at 20 µM; actives 0.02% (n = 330,000); AID 504414, 2011;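 active means highest replicate inhibition of at least 40%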;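 further: plate controls were DMSO neutral control wells for no effect and unlabeled competitor peptide control wells for full effect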
#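 System: purified tagged CAL PDZ domain construct (CerCALP). Schedule: 1 h incubation at room temperature before polarization reading. Medium: 25 mM sodium phosphate pH 7.4, 150 mM NaCl, TCEP, IgG, Thesit. Read-out: percent inhibition from loss of millipolarization. Measured by: FP readout, S and P plane fluorescence. Probe or stimulus: fluorescent TMR peptide probe.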
# PKA-R2B act: activators of PKA-R2B holoenzyme, primary screen, biochemical, fluorescence polarization, Cy5-IP20, human; cAMP-dependent protein kinase catalytic subunit beta (Homo sapiens) + cAMP-dependent …; PKA-R2B holoenzyme dissociation; R2B truncated from residue 108, S112A mutant; 0% DMSO only, 100% 113 µM cGMP; activation, % at 11.4 µM; actives 0.079% (n = 340,000);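 active means activation above a cutoff set at the mean over all compounds plus 3 SD, cut at about 18% in these data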;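 further: higher means more holoenzyme dissociation and a rise in polarization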
# Target sequence (P31323 whole entry, looked up, other chains not shown, the tested form may be a part): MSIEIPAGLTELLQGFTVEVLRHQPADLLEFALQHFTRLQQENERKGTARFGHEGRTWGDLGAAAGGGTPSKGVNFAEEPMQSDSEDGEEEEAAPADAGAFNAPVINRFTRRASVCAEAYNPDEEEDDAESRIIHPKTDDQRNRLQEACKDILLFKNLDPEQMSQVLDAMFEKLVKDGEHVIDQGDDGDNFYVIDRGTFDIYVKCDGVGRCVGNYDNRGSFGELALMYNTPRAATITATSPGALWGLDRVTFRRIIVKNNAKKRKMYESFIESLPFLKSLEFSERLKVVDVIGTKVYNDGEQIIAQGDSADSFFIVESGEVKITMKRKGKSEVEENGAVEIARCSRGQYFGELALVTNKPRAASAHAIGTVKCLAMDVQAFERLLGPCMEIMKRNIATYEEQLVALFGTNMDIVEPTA
# Cardiac RTF inh: cardiac RTF calcium sensitivity inhibitors, primary screen, biochemical, IANBD-TnC fluorescence, EC70 calcium; inhibition, % at 7.15 µM; actives 0.12% (n = 340,000); IANBD-labeled cardiac RTF, Ca2+ fluorescence; AID 493244, 2011; Troponin I, cardiac muscle (Homo sapiens) + Troponin T, cardiac muscle (Homo sapiens) + …;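 active means inhibition above the mean inhibition of all tested compounds plus 3 SD, cut at about 17% in these data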;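 further: assay run at fixed EC70 calcium of 1.6 mM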
# CAL PDZ FP-2: untagged CAL PDZ binding inhibitors, primary screen, biochemical, fluorescence polarization, HTS; Golgi-associated PDZ and coiled-coil motif-containing protein (Homo sapiens), Q9HD26; purified CAL PDZ, TMR-peptide fluorescence polarization, 1 h; inhibition, % at 24.9 µM; actives 0.92% (n = 300,000); AID 602252, 2012;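 active means mean inhibition of at least 30% with at least half of replicates also reaching 30%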;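 further: 0% = DMSO neutral control and 100% = excess unlabeled competitor peptide PRC23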
# Active calls of the source: *; x = not tested or not shown; & = joins results of further samples. Compounds as they come; overall some 1.6% were active at least once.
# Preview (5 entries):
compound,Keap1 Nrf2 FP,C-LANA FP,Rtt109 Vps75,DAGLB inh,RTF Ca sens act,SR-BI DiI-HDL act,CAL PDZ FP-1,PKA-R2B act,Cardiac RTF inh,CAL PDZ FP-2
Cc1ccc(F)cc1NCC(=O)Nc1ccc(Br)cc1,-2,-2.9,-10,-6,10,29,0.3,-11,-11,-2
CC/C(=C/c1sc2ccccc2[n+]1CC)SC,-6,13,-5,-2,16,-24,1.1,9,-2,0
CCCCN(C(=O)CN1CC(C)OC(C)C1)c1c(N)n(CC(C)C)c(=O)[nH]c1=O (centres undefined),-1,-0.8,7,0,-3,20,-0.2,-8,5,1
O=C(O)/C=C/c1ccc(S(=O)(=O)Nc2cccnc2)cc1,0,-2.8,1,1,1,8,1.0,13,-6,3
Cc1nc2ccc(C(=O)N3CCCC(CO)(Cc4ccc(F)cc4F)C3)cc2nc1C (centres undefined),-2,-1.1,-1,-2,-1,x,-2.5,-6,-10,2

# The whole of this part, repeating the preview:
compound,Keap1 Nrf2 FP,C-LANA FP,Rtt109 Vps75,DAGLB inh,RTF Ca sens act,SR-BI DiI-HDL act,CAL PDZ FP-1,PKA-R2B act,Cardiac RTF inh,CAL PDZ FP-2
Cc1ccc(F)cc1NCC(=O)Nc1ccc(Br)cc1,-2,-2.9,-10,-6,10,29,0.3,-11,-11,-2
CC/C(=C/c1sc2ccccc2[n+]1CC)SC,-6,13,-5,-2,16,-24,1.1,9,-2,0
CCCCN(C(=O)CN1CC(C)OC(C)C1)c1c(N)n(CC(C)C)c(=O)[nH]c1=O (centres undefined),-1,-0.8,7,0,-3,20,-0.2,-8,5,1
O=C(O)/C=C/c1ccc(S(=O)(=O)Nc2cccnc2)cc1,0,-2.8,1,1,1,8,1.0,13,-6,3
Cc1nc2ccc(C(=O)N3CCCC(CO)(Cc4ccc(F)cc4F)C3)cc2nc1C (centres undefined),-2,-1.1,-1,-2,-1,x,-2.5,-6,-10,2
COc1cccc(NC(=O)CN(C)C(=O)CSc2ncnc3sc(C)c(C)c23)c1,-4,0.4,7,3,2,5,-0.8,-16,-18,-3
O=C(NC1CCC1)C1CCC(=O)N(Cc2ccccc2F)C1 (centres undefined),-6,-1.0,-9,-2,4,1,-1.8,9,-5,4
CC(Oc1ccc(C(=O)c2ccccc2)cc1)C(=O)Nc1ccc(S(N)(=O)=O)cc1 (centres undefined),-1,2.3,4,0,-1,11,-2.0,-12,-1,-1
COc1ccc(S(=O)(=O)N2CCN(Cc3ccccc3)CC2)cc1,-3,0.6,8,-3,-4,-21,-0.1,-1,-5,-3
Cc1ccc(/C=N/NC(=O)CNC(=O)c2ccc(S(=O)(=O)N(C)C)cc2)cc1,3,6.7,5,-1,3,-52,-0.5,4,-6,-4
CC(=O)Nc1cccc(OCC(O)Cn2c(C)nc3ccccc32)c1 (centres undefined),-3,0.8,8,-4,3,8,0.3,0,-5,2
O=C(Nc1ccc(Cl)c(Cl)c1)c1ccc2c(c1)OCO2,-9,0.1,0,-8,-3,-38,-1.3,-5,-1,-1
Cc1cc(NS(=O)(=O)c2ccccc2)no1,1,0.8,-3,-2,-4,x,-0.1,-1,-1,x
CCCN(CCC)CCNC(=O)Cn1cnc2sc(C)c(S(=O)(=O)N3CCOCC3)c2c1=O,-5,-1.8,0,-1,3,1,-1.2,-2,-11,1
Cc1cc(=O)[nH]c2c(C)cc(S(=O)(=O)NCc3ccccc3)cc12,-1,-0.2,-8,2,2,-2,-3.2,9,-5,-5

# Next part:
compound,Keap1 Nrf2 FP,C-LANA FP,Rtt109 Vps75,DAGLB inh,RTF Ca sens act,SR-BI DiI-HDL act,CAL PDZ FP-1,PKA-R2B act,Cardiac RTF inh,CAL PDZ FP-2
Cc1cc(=O)[nH]c(NN=C(CC(C)C)CC(C)C)n1,2,2.9,3,1,-7,-4,-1.1,2,-7,2
Cc1cc(C)cc(OCC(=O)OCCN2C(=O)c3ccccc3C2=O)c1,-5,-3.7,3,-7,-5,7,-0.6,-15,-3,-2
Cn1c(N)c(C(=O)COC(=O)CCc2c[nH]c3ccccc23)c(=O)n(C)c1=O,0,-1.2,0,2,-4,-2,-0.4,-1,0,x
O=C1c2ccccc2NC(c2cccc(Cl)c2)N1N=C1CCCCCC1 (centres undefined),-5,-1.0,-2,-3,-1,-3,-2.3,-4,-7,0
CCOC(=O)c1[nH]c2ccc(OC)cc2c1NC(=O)CCN1CCSCC1,2,1.6,1,-3,-4,36,-0.7,7,-2,7
CCN(CC)CCN(C)c1ccc(N2C(=O)C3CC=CCC3C2=O)cc1[N+](=O)[O-] (centres undefined),2,0.7,-4,1,1,21,0.0,4,-8,-2
Cc1cc(C)c(NC(=O)c2cc(S(=O)(=O)N3CCOCC3)ccc2F)c(C)c1,6,0.3,2,-2,2,-15,-2.0,-9,-5,-2
CCCN1CCC(=O)N(CCN=[N+]=[N-])CC1,-7,2.2,-7,-1,-3,9,-0.8,-5,-10,-2
Cc1ccc2cc(NC(=O)c3ccc(C(C)(C)C)cc3)ccc2n1,-1,1.6,-1,-3,-1,-20,-4.0,-8,-5,-7
O=C1Nc2c(c(=O)[nH]c(=O)n2-c2ccccc2)C1(Nc1ncccn1)C(F)(F)F (centres undefined),-3,1.1,-8,0,-3,28,-0.5,-1,-6,-2
O=C(O)CSc1nnc(-c2ccc3c(c2)OCO3)o1,-2,-1.2,-9,-2,6,19,-1.3,6,-1,x
CCCN=C1NC(=O)C(CC(=O)NCCc2ccccc2)S1 (centres undefined),-5,1.1,-1,1,-2,24,0.6,-9,-3,-3
O=C(Cc1cccs1)N/N=C/C=C/c1ccco1,-7,3.0,-2,4,-3,-4,-0.6,-6,-8,1
Cc1ccc(F)cc1NC(=O)N1CCCN(c2ccc(C(F)(F)F)cn2)CC1,-6,-1.4,32,x,x,5,-1.1,x,x,x
COc1ccc2c(c1)-c1c(sn(-c3ccccc3)c1=S)C(C)(C)N2,2,0.9,2,2,5,-42,-1.1,-2,-7,-3

# Results in Cardiac RTF inh, for some of the entries so far:
Molecule | Cardiac RTF inh
Cc1cc(C)cc(OCC(=O)OCCN2C(=O)c3ccccc3C2=O)c1 | -3
Cn1c(N)c(C(=O)COC(=O)CCc2c[nH]c3ccccc23)c(=O)n(C)c1=O | 0
O=C1c2ccccc2NC(c2cccc(Cl)c2)N1N=C1CCCCCC1 (centres undefined) | -7
CCOC(=O)c1[nH]c2ccc(OC)cc2c1NC(=O)CCN1CCSCC1 | -2

# Other results
compound,Keap1 Nrf2 FP,C-LANA FP,Rtt109 Vps75,DAGLB inh,RTF Ca sens act,SR-BI DiI-HDL act,CAL PDZ FP-1,PKA-R2B act,Cardiac RTF inh,CAL PDZ FP-2
Cc1ccc2c(Cl)c(C)c(N3CCCC3)nc2n1,-4,-0.4,-7,-1,4,20,-1.2,-10,-13,-4
CSc1ccc(S(=O)(=O)NCc2ccc(Cl)cc2)cc1,2,-1.9,-2,-9,1,11,-2.6,-9,-4,x
CC(Sc1n[nH]c(=O)n1Cc1ccccc1)C(=O)NCC1CCCO1 (centres undefined),1,0.0,24,-1,3,-4,-1.3,-21,-6,-4
COc1cccc(C2CC(c3ccccc3)=NN2S(=O)(=O)c2ccc(C)cc2)c1OC (centres undefined),-10,0.4,49,-7,2,33,-2.3,4,0,-1
O=C(NCCCCCCNC(=O)c1ccccc1O)c1ccccc1O,4,2.2,6,-2,6,-13,-0.2,2,-7,-6
COc1cc(C(=O)OCC(=O)N2CCCC2=O)cc(OC)c1C,7,6.7,11,-3,-2,-20,-1.3,-1,3,x
CCN(C[C@H]1N[C@@](Cc2ccccc2)(C(=O)OC)[C@H]2C(=O)N(Cc3ccccc3)C(=O)[C@@H]12)S(=O)(=O)c1ccc(-c2ccccc2)cc1,-2,-1.9,-5,-14,-3,3,0.1,-1,-4,-5
COc1cccc(CNC(=O)Cn2ncc3c(=O)oc4ccccc4c32)c1,1,-0.6,-6,2,7,-2,-1.4,1,3,-6
CCN1CCCC1CN(Cc1cc2ccc(C)cc2[nH]c1=O)C(=S)Nc1ccc(OC)cc1 (centres undefined),-10,-2.6,12,3,8,-9,0.0,5,4,-2
COc1ccc(-n2nc3c(N4CCC(C(=O)NCc5ccco5)CC4)nnc(C)c3c2C)cc1,-5,0.0,4,0,30*,-37,-2.5,-5,-2,-2
COc1ccc(C2=CC(=O)C[C@H](CN3C(=O)c4ccccc4C3=O)N(C(=O)OC(C)(C)C)O2)cc1,4,-0.4,-6,-6,-4,-17,-0.1,-5,-3,3
c1ccc(CNc2ncnc3ccccc23)cc1,-5&-2,0.8&1.1,-5&-7,-2&-1,-2&4,-17&8,-0.2&-0.7,3&2,-3&-2,-9&2
O=C(CN1CCC(Cc2ccccc2)CC1)NCCc1ccc(F)cc1,0,-0.2,0,-3,1,-4,-0.2,-1,4,2
Cc1ccc2c(Cl)cc(Cl)c(OCC(=O)OCC(=O)Nc3ccc(C#N)cc3)c2n1,-4,-2.0,-3,-1,-5,30,-0.6,-11,1,-3

# Sorted by count of non-hydrogen atoms (low to high): part of the list above.
compound,Keap1 Nrf2 FP,C-LANA FP,Rtt109 Vps75,DAGLB inh,RTF Ca sens act,SR-BI DiI-HDL act,CAL PDZ FP-1,PKA-R2B act,Cardiac RTF inh,CAL PDZ FP-2
Cc1ccc2c(Cl)c(C)c(N3CCCC3)nc2n1,-4,-0.4,-7,-1,4,20,-1.2,-10,-13,-4
CC(Sc1n[nH]c(=O)n1Cc1ccccc1)C(=O)NCC1CCCO1 (centres undefined),1,0.0,24,-1,3,-4,-1.3,-21,-6,-4
COc1ccc(C2=CC(=O)C[C@H](CN3C(=O)c4ccccc4C3=O)N(C(=O)OC(C)(C)C)O2)cc1,4,-0.4,-6,-6,-4,-17,-0.1,-5,-3,3
